OXTR potentiator: human OXTR potentiation; CHO-OTR cells, Fluo-8 calcium fluorescence, potentiator mode; 0% = oxytocin EC15, 100% = EC100; AID 2445; actives 0.061% (n = 320,000); P30559; activation, % at 3 µM;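 active = activation above that plate's cutoff, the mean activation of tested compounds plus 3 SD, cut at about 6.6% in these data, passing the limit was not always enough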;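 note: 100% uses oxytocin at 75 nM as the full agonist control; some results filed as inactive read as strong as hits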
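Assay system: CHO cell line stably expressing human OTR. Reagent: EC15 oxytocin agonist. Dosing: single dose, 3.0 µM nominal final compound concentration. Timing: compound 6 min at room temperature before oxytocin, 100 s read. Signal: kinetic Fluo-8 calcium fluorescence. Controls: oxytocin EC15 low and EC100 high.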
V1R ag counter: activates human V1a receptor in oxytocin agonist counter-screen; P37288; CHO-V1R cells, Fluo-8 calcium fluorescence, agonist mode; 0% DMSO, 100% 3 nM vasopressin; activation, % at 3 µM; actives 0.25% (n = 320,000); AID 2797;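 active = activation above the mean activation of all tested compounds plus 3 SD, per screening run, cut at about 20% in these data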;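 note: signal is peak over basal fluorescence ratio across a 100 second FLIPR read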
M1 antag: blocks human M1 muscarinic receptor | P11229 | CHO-K1 hM1, Fluo-8 calcium fluorescence, ACh EC80 antagonist | inhibition, % at 3 µM | actives 1.3% (n = 360,000) | AID 588852;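 active = percent inhibition above its own plate's cutoff, namely the mean of that plate's compound wells plus 3 SD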;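 note: peak over basal fluorescence ratio during 140 s after agonist addition; 0% = ACh EC80 plus DMSO and 100% = DMSO alone without agonist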
Target sequence (P11229 whole entry, looked up): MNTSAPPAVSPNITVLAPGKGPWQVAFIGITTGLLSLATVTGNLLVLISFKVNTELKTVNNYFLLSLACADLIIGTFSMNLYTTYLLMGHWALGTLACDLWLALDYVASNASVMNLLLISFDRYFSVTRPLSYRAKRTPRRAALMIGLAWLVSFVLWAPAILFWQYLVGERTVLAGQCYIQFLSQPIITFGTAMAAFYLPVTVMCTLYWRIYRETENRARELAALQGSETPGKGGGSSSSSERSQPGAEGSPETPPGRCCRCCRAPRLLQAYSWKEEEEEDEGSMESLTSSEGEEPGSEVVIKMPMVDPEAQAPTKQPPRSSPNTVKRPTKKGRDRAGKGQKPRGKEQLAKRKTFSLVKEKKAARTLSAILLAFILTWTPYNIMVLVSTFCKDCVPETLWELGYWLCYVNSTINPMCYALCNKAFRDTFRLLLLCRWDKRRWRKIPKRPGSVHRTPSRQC
CHRM1 agonist: activates human CHRM1 receptor; actives 0.33% (n = 360,000); CHO-K1 hM1, Fluo-8 calcium fluorescence, agonist mode; 0% DMSO, 100% acetylcholine EC100; activation, % at 3 µM; AID 588814;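 active = activation above the run's mean compound activation plus 3 SD, cut at about 16% in these data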;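 note: peak over basal fluorescence ratio within a 140 s kinetic read after compound addition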
OXTR agonist: activates the human oxytocin receptor; P30559; CHO-OTR cells, Fluo-8 calcium fluorescence; normalized: DMSO 0%, oxytocin 100%; activation, % at 3 µM; actives 0.32% (n = 320,000);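 active = activation above the mean of all tested compounds plus 3 SD, cutoff set per screening run, cut at about 20% in these data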;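 note: peak over basal fluorescence ratio from a 100 s FLIPR kinetic read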
TAAR1 antag: human TAAR1 antagonism. Q96RJ0. CHO RD-HGA16 TAAR1, Fluo-8 calcium fluorescence, antagonist. inhibition, % at 3 µM. actives 1.5% (n = 360,000). AID 624466;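 active = inhibition above a per-plate cutoff, the mean inhibition of test compounds on that plate plus 3 SD, cut at about 49% in these data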;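 note: 0% = DMSO plus EC80 beta-PEA response and 100% = DMSO alone without agonist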
Target sequence (Q96RJ0 whole entry, looked up): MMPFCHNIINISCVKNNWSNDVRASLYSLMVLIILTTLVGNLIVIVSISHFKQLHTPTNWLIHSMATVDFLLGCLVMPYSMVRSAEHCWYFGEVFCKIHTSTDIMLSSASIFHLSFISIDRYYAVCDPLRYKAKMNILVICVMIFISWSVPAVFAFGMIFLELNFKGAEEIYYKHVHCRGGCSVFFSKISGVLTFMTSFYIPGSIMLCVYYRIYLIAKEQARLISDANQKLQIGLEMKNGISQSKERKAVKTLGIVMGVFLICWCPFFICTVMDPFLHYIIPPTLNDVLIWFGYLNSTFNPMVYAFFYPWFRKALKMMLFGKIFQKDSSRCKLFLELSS
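Test system: hTAAR1-expressing CHO RD-HGA16 cells, Gα16-coupled; Probe or stimulus: EC80 β-phenethylamine stimulus; Compound dosing: single nominal final test compound concentration of 3 µM; Timing: 140 s kinetic read after compound, 140 s after agonist; Signal: Fluo-8 calcium-sensitive fluorescence; Measure: % inhibition of agonist calcium response; Controls: DMSO and EC80 PEA controls.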
M1 PAM: human CHRM1 positive allosteric modulation; activation, % at 3 µM; AID 588819; CHO-K1 hM1, Fluo-8 calcium fluorescence, ACh EC20; 0% = ACh EC20, 100% = maximal ACh; actives 0.088% (n = 360,000); in the data active = activation above about 19%, passing the limit was not always enough
TAAR1 agonist: agonists of human TAAR1; Q96RJ0; CHO RD-HGA16 TAAR1, Fluo-8 calcium fluorescence; vehicle wells 0%, saturating PEA agonist 100%; activation, % at 3 µM; actives 0.99% (n = 360,000); AID 624467;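 active = activation above the mean activation of all test compounds in the run plus 3 SD, cut at about 38% in these data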
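System: CHO-derived RD-HGA16 cells with stable Gα16 and human TAAR1 / Times: 17-24 h plating, Fluo-8 75 min 37 °C, 30 min RT / Technique: calcium-sensitive Fluo-8 signal, excitation 470-495, emission 515-575 nm / Measure: % activation relative to PEA EC100 response / Benchmarks: DMSO and PEA EC100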
CHO parental Ca: counter-screen: ATP calcium response change in parental CHO cells; parental CHO-K1, ATP-induced calcium, Fluo-8 fluorescence; inhibition, % at 5.6 µM; actives 0.63% (n = 330,000); AID 463079;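 active = inhibition above that plate's mean sample inhibition plus 3 SD, cut at about 26% in these data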;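 note: 0% = ATP-challenged DMSO wells and 100% = DMSO wells without ATP; some compounds past the cut are filed as inactive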
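Test system: parental CHO cells; detection: calcium-sensitive Fluo-8 fluorescence; evaluation: percent inhibition of calcium signal; also added: ATP as calcium-mobilizing challenge; repeats: one well per compound; control set: ATP-challenged DMSO wells low, unchallenged DMSO wells high; compound: single nominal dose of 5.6 µM per compound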
The depositor's hits bear a star; . = not tested or not shown.

SMILES	OXTR potentiator	V1R ag counter	M1 antag	CHRM1 agonist	OXTR agonist	TAAR1 antag	M1 PAM	TAAR1 agonist	CHO parental Ca
O=C(/C=C/c1ccc(Cl)cc1)N1CCN(Cc2ccccc2)CC1	-11	1.9	-15	-4	0.5	-41	19	-2	-7
CCN1CCN(C(=O)CCc2nnc3ccc(N4CCC5(CC4)OCCO5)nn23)CC1	-13	-0.6	5	-4	-0.4	-21	-2	2	15
Nc1nc(SCC(=O)Nc2ccccc2Oc2ccccc2)n[nH]1	1	0.2	2	0	-0.3	-8	-3	1	-11
O=C(CN1C(=O)c2cccnc2Oc2ccc(Cl)cc21)Nc1ccccc1F	-17	-0.4	4	-4	-1.4	-27	-2	-2	-13
O=C(C(=O)N1CCN(c2ccc(F)cc2)CC1)c1c[nH]c2ccccc12	-5	1.5	1	-4	0.5	-4	3	3	-16
Nc1nc(SCC(=O)NCCOCCO)nc2sc3c(c12)CCCC3	-9	-1.0	7	-3	-0.4	8	-5	8	-12
COc1ccccc1C(=O)Nc1ccc(NC(=O)c2ccco2)cn1	-3	1.6	-15	-1	3.1	11	10	17	-28
Cn1cc(CCNC(=O)c2ccc3nc(Cc4ccccc4F)oc3c2)cn1	-12	1.0	2	-2	0.4	4	1	2	8
CCOc1ccc(S(=O)(=O)Nc2cc(NS(=O)(=O)c3ccc(OCC)cc3)cc(C(=O)O)c2)cc1	-6	0.9	-14	3	0.8	-5	22	-1	3
O=C(NCCCn1ccnc1)c1ccc(Cl)s1	2	0.1	-11	-5	0.3	-12	8	1	-8
Nc1ccc(C(=O)OCc2nc3c(ccc4ccccc43)[nH]2)cc1	-19	5.0	-3	0	5.6	3	2	12	-19
O=S1(=O)CCN2C=C(Cl)C=C(Cl)C2=N1	-11	2.6	-15	-1	1.4	-14	5	4	-2
Cc1ccc2nc(C)cc(N/N=C/c3cccnc3)c2c1	-1	-0.6	6	-7	-0.8	-1	1	3	-21
S=c1nc(-c2ccccc2)n(-c2ccccc2)[nH]1	0	-0.1	-11	-3	0.3	1	11	-2	-6
CCOC(=O)c1c(N)sc(-c2ccccc2)c1C	-3	-1.2	15	-5	-2.2	2	-5	2	-12
Oc1ccccc1C(=S)N1CCCC1	-6	-0.4	-5	-6	0.6	-9	1	2	-8
Cc1ccccc1C(=O)N/N=C/c1ccccn1	-6	-0.1	9	-2	-0.1	-12	2	0	-14
S=C1CCSc2ccc(Cl)cc2N1	.	.	-19	-4	.	-3	-2	12	.
O=C(CCc1nc(-c2ccc(Cl)cc2)no1)NC1CCCCC1	-4	5.5	1	1	1.6	4	-2	1	-3
CCOC(=O)C1CCN(S(=O)(=O)c2c(C)[nH]c(C)c2C(=O)N2CCCC2)CC1	-8	0.1	-1	-4	-0.4	-16	3	1	-11
COCCCNC(=O)CCn1c(=O)c2ccccc2n(CC(=O)NCCC2=CCCCC2)c1=O	-2	-0.4	-12	-1	0.0	-29	6	1	-27
O=C(NCCCN1CCOCC1)C(=O)NCC1OCCN1S(=O)(=O)c1ccc(Br)cc1 (stereo not drawn)	-2	-0.3	-11	-5	-0.9	-26	7	1	-18
Cc1ccc2[nH]c(=O)c(CN(C)C(=O)c3ccccn3)cc2c1	0	-0.2	1	-1	-0.1	1	-1	-1	4
COc1ccc2[nH]c(=O)c(C(c3nnnn3CC3CCCO3)N3CCc4ccccc4C3)cc2c1 (stereo not drawn)	1	0.1	-1	-3	0.2	9	13	61*	-16
CCc1ccc(Oc2coc3cc(OCC(=O)Nc4cc(C)ccc4C)ccc3c2=O)cc1	-2	0.1	4	-6	1.0	-6	-2	6	-6

Other entries follow.
SMILES	OXTR potentiator	V1R ag counter	M1 antag	CHRM1 agonist	OXTR agonist	TAAR1 antag	M1 PAM	TAAR1 agonist	CHO parental Ca
COc1ccc(S(=O)(=O)N(C)C[C@@H]2OCc3cn(nn3)CCCC(=O)N([C@H](C)CO)C[C@H]2C)cc1	.	.	-6	-1	.	3	-6	0	.
Cc1cccc(NC(=O)CSc2nnc(C)n2Cc2ccccc2)c1	-2	-0.1	2	-5	-0.3	2	2	9	-6
CCOC(=O)c1cc(OC(=O)c2cccnc2)n(-c2ccccc2)n1	-4	0.5	.	.	0.6	.	.	.	-14
COc1ccc(N2CCN(C(=S)Nc3ccc(F)cc3)CC2)cc1	-11	3.7	-1	4	1.5	1	9	0	-14
Cc1ccccc1Nc1nnc(SCC(=O)c2ccc(O)cc2O)s1	-22	2.1	-6	2	1.7	-19	13	0	-6
COc1ccc(-c2nnc(N3CCCCC3)c3ccccc23)cc1	2	-0.5	-1	-5	-1.4	.	0	.	-1
COc1cccc2c(C)nc(Nc3nc(CSc4nnc(C)s4)cc(=O)[nH]3)nc12	-15	-0.4	-9	-2	-0.1	-7	10	1	-26
CC(O)(c1ccc(F)c(F)c1)c1nc(-c2cccc(C(=O)O)c2)cs1 (stereo not drawn)	.	.	-3	-2	.	-4	8	0	.
CCC(CC)C(=O)Nc1cccc(-c2nc3ccccc3o2)c1	-2	-1.2	-9	-8	-1.3	9	0	10	-20
COc1ccccc1CN1CCC(CNS(=O)(=O)c2cc(-c3cc(C)no3)ccc2OC)CC1	-11	-0.2	93*	-6	-1.2	-21	-24	-1	-23
Cc1ccsc1C(=O)NCC(c1cccs1)N1CCOCC1 (stereo not drawn)	.	.	-21	-3	.	-11	12	-1	.
COc1ccccc1Nc1c2c(nc3ccccc13)CCC2	-4	4.0	5	-8	1.3	-3	-3	6	-13
O=C(O)c1cc(-c2ccc(Cl)c(Cl)c2)n(-c2ccccc2)n1	-9	0.1	-16	-4	-0.2	1	11	7	-1
Cc1ccc(C(=O)Nc2sc3c(c2C(=O)O)CCCC3)o1	0	-1.1	-10	-5	-0.9	-32	11	-2	16
CN(CCN1CCOCC1)C(=O)C1CCC(=O)N(Cc2ccc(Cl)cc2)C1 (stereo not drawn)	.	.	-13	-5	.	-15	9	2	.
Cc1cc(C)c(OCCCCCNCCO)c(C)c1	-4	1.3	0	-5	2.0	-6	2	2	-10
CCN(C(=O)CSc1nncn1-c1ccccc1)c1c(N)n(Cc2ccccc2)c(=O)[nH]c1=O	-3	1.0	2	-5	-1.0	-10	6	2	0
CC(C)(C)S(=O)(=O)c1cnc(-c2ccccn2)nc1N	-1	0.2	-11	-3	-0.1	-7	4	4	2
O=C(CNC(=O)c1ccccc1F)N/N=C/c1cccnc1	-6	0.5	-7	-2	0.3	-6	9	6	-1
COC(=O)/C=C(\Oc1ccccc1)C1(O)CCCCC1	-6	0.3	0	-7	-1.6	-10	0	7	-16
COc1cc(C(=O)Nc2ccc(S(=O)(=O)NC(C)C)cc2)cc(OC)c1OC	-2	0.0	-9	-2	0.3	6	7	7	-4
CCN(CC)CC(=O)Nn1c(C)nc2c(ncn2-c2ccccc2)c1=O	6	0.4	8	-2	0.2	-5	-3	1	-4
CN(C)S(=O)(=O)c1ccc(N2CCCC2)c(C(=O)NCC2COc3ccccc3O2)c1 (stereo not drawn)	0	-1.0	-10	-5	-2.6	12	5	2	-35
COc1ccc(-c2cc(C(F)(F)F)c(C#N)c(SCC(=O)Nc3nc(C)co3)n2)cc1	-4	2.4	3	-1	0.1	.	-1	.	-5
CC1COc2ccccc2N1S(=O)(=O)c1ccccc1 (stereo not drawn)	-2	-0.9	1	-11	-2.3	-10	-2	2	-26

Compounds from the list above that contain a furan ring, fused or not, in the order listed:
SMILES	OXTR potentiator	V1R ag counter	M1 antag	CHRM1 agonist	OXTR agonist	TAAR1 antag	M1 PAM	TAAR1 agonist	CHO parental Ca
COc1ccccc1C(=O)Nc1ccc(NC(=O)c2ccco2)cn1	-3	1.6	-15	-1	3.1	11	10	17	-28
Cc1ccc(C(=O)Nc2sc3c(c2C(=O)O)CCCC3)o1	0	-1.1	-10	-5	-0.9	-32	11	-2	16

Other compounds.
SMILES	OXTR potentiator	V1R ag counter	M1 antag	CHRM1 agonist	OXTR agonist	TAAR1 antag	M1 PAM	TAAR1 agonist	CHO parental Ca
CC(Sc1ccccc1)C(=O)Nc1cccc(N(C)S(C)(=O)=O)c1 (stereo not drawn)	-15	0.5	0	-3	2.3	-8	0	1	-12
Cn1c(NNC(=O)c2ccc(C(C)(C)C)cc2)cc(=O)n(C)c1=O	-1	0.4	-7	-13	-0.2	1	15	1	-11
Cc1noc(C)c1COc1cccc(C(=O)N(C)Cc2cccs2)c1	-7	1.0	-12	-2	0.1	-5	11	1	-13
Cc1occc1C(=O)NNC(=O)c1ccccc1Br	-2	0.3	0	-4	-0.1	11	0	1	-11
COc1ccc(-c2cc(C(=O)NCC(c3ccco3)N(C)C)c3ccccc3n2)cc1OC (stereo not drawn)	2	-0.5	-9	-3	-0.3	25	2	3	-3
COc1cc(OC)c(NC(=O)C2CC(=O)N(c3ccc4c(c3)OCCO4)C2)cc1Cl (stereo not drawn)	0	-0.4	-12	-1	-0.6	-41	10	-1	-32
Cc1cccc(-n2nc3c(c2NC(=O)c2ccc(Br)o2)CSC3)c1	-2	-0.5	-17	-5	0.5	-22	7	-1	-9
O=[N+]([O-])c1ccc2cn(-c3ccccc3)nc2c1	-9	-0.1	-5	-5	-2.4	3	10	2	-16
COc1ccc(CCN(C(=S)Nc2ccccc2)C2CC(=O)N(c3ccccc3)C2=O)cc1 (stereo not drawn)	-14	3.2	-3	-2	3.6	20	-2	11	-9
Oc1ccccc1CNn1cnnc1	-12	0.8	-12	-4	1.1	-11	8	8	12
CCNS(=O)(=O)c1ccc(CCC(=O)NCCc2ccc(OC)cc2)cc1	-14	-0.4	-1	-7	0.0	5	7	6	6
COc1cc(C(=O)NCC(=O)N2CCN(S(=O)(=O)c3ccccc3C(F)(F)F)CC2)cc(OC)c1OC	0	0.6	1	-4	-0.1	-2	-3	2	-13
Cc1ccc(Cl)cc1NS(=O)(=O)c1ccccc1	.	.	-4	-2	.	9	-2	11	.
O=C1/C(=C/c2ccco2)SC(=S)N1CC1CCCO1 (stereo not drawn)	-4	-1.5	-7	-4	-3.0	-29	5	-1	-12
CSc1ccc(CN2CCC2(C)C(=O)Nc2ccc(C)c(O)c2)cc1 (stereo not drawn)	.	.	-6	-3	.	-3	-1	-3	.
COc1ccc(C2CC(c3ccccc3)=NN2C(=O)CSc2nnnn2-c2cccc(C)c2)cc1 (stereo not drawn)	-2	1.3	-5	1	0.8	-24	-8	1	-4

High-throughput results as filed in PubChem BioAssay.
